Compound activity as filed in PubChem.
LmPK inhibitor: qHTS Assay for Inhibitors of Leishmania Mexicana Pyruvate Kinase (LmPK). Q27686. purified LmPK, Kinase-Glo ATP luminescence, 1 h. Potency, µM (series often up to 57.5 µM), for inactives: top-dose activity change, negative = inhibition, most hits filed as inhibitors. hit rate 0.37% among 290,000. AID 1721, 2009; further: potency means the concentration at half of the fitted maximal effect; on the % scale 0 is the no-effect control and ±100 the full control effect
Target sequence (Q27686 whole entry, looked up): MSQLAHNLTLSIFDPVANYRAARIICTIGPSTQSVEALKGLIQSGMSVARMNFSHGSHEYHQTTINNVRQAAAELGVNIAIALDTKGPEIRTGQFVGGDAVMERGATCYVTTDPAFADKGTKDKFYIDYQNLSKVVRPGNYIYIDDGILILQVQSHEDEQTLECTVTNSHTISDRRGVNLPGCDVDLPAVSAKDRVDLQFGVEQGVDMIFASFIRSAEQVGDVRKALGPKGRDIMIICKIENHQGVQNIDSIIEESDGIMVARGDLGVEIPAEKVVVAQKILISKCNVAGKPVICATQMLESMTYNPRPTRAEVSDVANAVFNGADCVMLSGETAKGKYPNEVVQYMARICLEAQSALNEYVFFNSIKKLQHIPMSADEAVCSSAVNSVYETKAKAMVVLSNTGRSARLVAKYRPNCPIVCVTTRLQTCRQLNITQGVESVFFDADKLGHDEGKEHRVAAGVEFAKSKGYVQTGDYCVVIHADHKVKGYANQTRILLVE
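Purified LmPK (0.1 nM) with 0.5 mM PEP and 0.1 mM ADP in imidazole buffer pH 7.2 with MgCl2/KCl, 1 h at room temperature. ATP formed was read by luciferase luminescence and normalized to no-enzyme and uninhibited controls.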
Pf growth 96h: Primary qHTS for delayed death inhibitors of the malarial parasite plastid, 96 hour incubation; P. falciparum luciferase reporter growth, 96 h; Potency, µM (doses to about 28.7 µM), for inactives: at the top dose activity change, negative = inhibition, hits mostly inhibitors; hit rate 6.9% among 320,000; further: potency means the concentration at half of the fitted maximal effect; on the % scale 0 is the no-effect control and ±100 the full control effect
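96 h incubation, 37 C, 5% CO2, of luciferase-reporter P. falciparum-infected RBCs (2% hematocrit, 0.05% parasitemia final) with test compounds; endpoint luminescence.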
Shiga toxin inh: A qHTS for Small Molecule Inhibitors of Shiga Toxin; Vero cells, Shiga toxin protein synthesis inhibition reporter; AID 2315, 2010; hit rate 9.2% among 290,000; inhibition, % at 38.7 µM; in the data active means inhibition mostly above about 28%, no sharp cut-off; inactive means mostly below about 43%; further: 0% is about no effect
TbPYK inhibitor: qHTS of Trypanosoma Brucei Inhibitors; hit rate 0.12% among 410,000; TbPYK enzyme, Kinase-Glo Plus ATP luminescence, 45 min; pyruvate kinase (Trypanosoma brucei), Q57TT1; Potency, µM (top dose mostly 76.8 µM), for inactives: top-dose activity, negative = inhibition, hits mostly inhibitors; further: potency means the concentration at half of the fitted maximal effect; on the % scale 0 is the no-effect control and ±100 the full control effect; nearly all actives have a fitted effect of over 50% in size
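Quantitative HTS: titrated library compounds versus trypanosomal pyruvate kinase in TEA buffer (pH 7.2) containing KCl, MgCl2, BSA and Tween-20. Reactions were initiated with ADP, 130 uM final. Kinase-Glo Plus luminescence was read after 45 min at RT.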
HCV inh: qHTS Assay for Inhibitors of Hepatitis C Virus (HCV); hit rate 3.4% among 340,000; AID 651820, 2012; Huh7.5.1 HCVcc-Cre infection, luciferase reporter, 44 h; Potency, µM (doses to about 41.8 µM), without a hit: top-dose activity change, negative = inhibition, usual class: inhibitors; further: potency means the concentration at half of the fitted maximal effect; on the % scale 0 is the no-effect control and ±100 the full control effect
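Infectious HCV cell culture screen: compound-treated cells (1,000/well, pre-plated 4 h) are infected with HCVcc-Cre at roughly 0.5 moi and grown 44 h. Infection is quantified by luciferase signal after 15 min substrate incubation at room temperature.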
Cycloheximide cs: Cycloheximide Counterscreen for Small Molecule Inhibitors of Shiga Toxin. AID 2314, 2010. hit rate 12% among 300,000. cell reporter, cycloheximide protein synthesis inhibition counterscreen. max response, %; in the data active means max response mostly above about 13%, no sharp cut-off; inactive means mostly below about 14%; further: read at 38.3 µM for the half of the compounds with a filed dose; 0% is about no effect
Pf growth 48h: Primary qHTS for delayed death inhibitors of the malarial parasite plastid, 48 hour incubation | Potency, µM (highest dose often 28.7 µM), for the others: at the highest dose activity change, negative = inhibition, actives largely listed as inhibitors | hit rate 5.9% among 310,000 | P. falciparum luciferase growth in erythrocytes, 48 h; further: potency means the concentration at half of the fitted maximal effect; on the % scale 0 is the no-effect control and ±100 the full control effect
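Firefly luciferase activity from engineered P. falciparum reports growth; inhibitors lower the luminescent signal. Cultures contained 2% hematocrit erythrocytes at 0.1% final parasitemia.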
* = called active by the depositor; & = joins results of further samples; [ ] = another dose, or the depositor's remark. Unless noted, the call rests on the fitted dose curve; in most records, active means well fitted curve in the direction sought with a large enough effect; inconclusive means small, poorly fitted or top-dose-only effect, or another doubt; inactive means no such curve, though single readings can be large; an effect the other way counts as inactive or inconclusive.

Results for CC1CN(c2nnc(NC(=O)c3ccccc3)s2)CC(C)O1 (stereo unspecified) ?
LmPK inhibitor: -1%; Pf growth 96h: 42%[activator]; Shiga toxin inh: 62*; TbPYK inhibitor: -2%; HCV inh: -27%; Cycloheximide cs: 23; Pf growth 48h: 20%

Results for COc1cccc(C(=O)N2CCN(S(C)(=O)=O)CC2)c1 ?
LmPK inhibitor: -9%; Pf growth 96h: -1%; Shiga toxin inh: -9; TbPYK inhibitor: 4%; HCV inh: 12%; Cycloheximide cs: -1

How did COc1ccc(N2CC(C(=O)Nc3nnc(SCC(=O)NC(C)(C)C)s3)CC2=O)cc1 (stereo unspecified) do in these assays?
LmPK inhibitor: 1%; Pf growth 96h: 25%[5.75 µM]; Shiga toxin inh: -12; TbPYK inhibitor: -1%; HCV inh: 8%; Cycloheximide cs: -1; Pf growth 48h: -24%

How did COc1cc(OC)cc(C(=O)N[C@H](C(=O)NC23CC4CC(CC(C4)C2)C3)C(C)C)c1 do in these assays?
LmPK inhibitor: 1%; Shiga toxin inh: -17; TbPYK inhibitor: -11%; HCV inh: 2%; Cycloheximide cs: -4; Pf growth 48h: 10µM*

How did CSc1nc(C(C)C)ccc1CNC(=O)CC(C)c1ccccc1 (stereo unspecified) do in these assays?
LmPK inhibitor: -3%; Pf growth 96h: 15%; Shiga toxin inh: -9; TbPYK inhibitor: -6%; HCV inh: 9%; Cycloheximide cs: -1; Pf growth 48h: inconclusive

What do the screens show for `CCCCOc1nc2c(c(=O)n(C)c(=O)n2C)n1C`?
LmPK inhibitor: 2%; Pf growth 96h: 30%[activator]; Shiga toxin inh: -5; TbPYK inhibitor: 1%; HCV inh: 4%; Cycloheximide cs: -2; Pf growth 48h: 19%

What do the screens show for `CN1CCN(CCNC(=O)Cn2c(=O)c3cccn3c3ccc(F)cc32)CC1`?
LmPK inhibitor: -10%; Pf growth 96h: -15%; Shiga toxin inh: -2; TbPYK inhibitor: 3%; HCV inh: 10%; Cycloheximide cs: -12; Pf growth 48h: 9%

What do the screens show for `NC(=O)NC(CC(=O)N1CCc2ccccc2C1)c1ccc(Cl)cc1` (stereo unspecified)?
LmPK inhibitor: -2%; Pf growth 96h: 38%[activator]; Shiga toxin inh: -5; TbPYK inhibitor: 1%; HCV inh: 5%; Cycloheximide cs: -1; Pf growth 48h: 0%

How did Cc1nn(C)cc1CNC(=O)/C=C/c1cnn(C)c1 do in these assays?
LmPK inhibitor: -5%; Pf growth 96h: 8%; Shiga toxin inh: 9; TbPYK inhibitor: -2%; HCV inh: 15%; Cycloheximide cs: -2; Pf growth 48h: 5%

How did COCCCNc1nc2cc(OC)c(OC)cc2c2nc(-c3ccccc3)nn12 do in these assays?
LmPK inhibitor: 0%; Pf growth 96h: -2%; Shiga toxin inh: -6; TbPYK inhibitor: 0%&3%; HCV inh: 5%; Cycloheximide cs: 6; Pf growth 48h: 0.29µM*

How did Cc1cccc(NC(=O)c2cc(Cl)nc3ccccc23)n1 do in these assays?
LmPK inhibitor: -2%; Pf growth 96h: inconclusive; Shiga toxin inh: -4; TbPYK inhibitor: 1%; HCV inh: -17%; Cycloheximide cs: 9; Pf growth 48h: inconclusive

How did O=C1C=C(c2ccc(Cl)cc2)OC2(CCCC2)O1 do in these assays?
LmPK inhibitor: 1%; Pf growth 96h: 13µM*; Shiga toxin inh: 44; TbPYK inhibitor: 0%; HCV inh: inconclusive; Cycloheximide cs: -1; Pf growth 48h: inconclusive

Results for CN(C)CCCN1C(=O)c2cccc3cccc(c23)C1=O ?
LmPK inhibitor: 0%; Pf growth 96h: 0%; Shiga toxin inh: 21; TbPYK inhibitor: -3%; HCV inh: inconclusive; Cycloheximide cs: 10; Pf growth 48h: inconclusive

What do the screens show for `Cc1coc2c1c(C)cc1oc(=O)c(CC(=O)NCCCCCC(=O)O)c(C)c12`?
LmPK inhibitor: -4%; Pf growth 96h: 5%; Shiga toxin inh: -5; TbPYK inhibitor: 1%; HCV inh: 4%; Cycloheximide cs: -2; Pf growth 48h: 2%

What do the screens show for `CCOC(=O)c1cnn(-c2nc(C)cc(C)n2)c1N`?
LmPK inhibitor: -3%; Pf growth 96h: 0%; Shiga toxin inh: 20; TbPYK inhibitor: -1%; HCV inh: 8%; Cycloheximide cs: 3; Pf growth 48h: 22%

Results for Cc1ccc(N(CC(=O)NCc2cccnc2)S(C)(=O)=O)cc1C ?
LmPK inhibitor: 3%; Pf growth 96h: 4.1µM*; Shiga toxin inh: -13; TbPYK inhibitor: -4%; HCV inh: 3%; Cycloheximide cs: 1; Pf growth 48h: 11%

Results for O=C(Nc1cccc2ncccc12)c1ccc([N+](=O)[O-])o1 ?
LmPK inhibitor: 0%; Pf growth 96h: 35%[activator]; Shiga toxin inh: 14; TbPYK inhibitor: 0%; HCV inh: 25µM*; Cycloheximide cs: 17; Pf growth 48h: inconclusive

What do the screens show for `COc1ccc(C2SCC(=O)N2c2c(C)n(C)n(-c3ccccc3)c2=O)cc1` (stereo unspecified)?
LmPK inhibitor: 3%; Pf growth 96h: 50%[activator]; Shiga toxin inh: -12; TbPYK inhibitor: -2%; HCV inh: 16%; Cycloheximide cs: -3

What do the screens show for `O=C(O)c1ccc2c(c1)C(=O)N([C@H](Cc1ccc([N+](=O)[O-])cc1)C(=O)O)C2=O`?
Pf growth 96h: 11%; Shiga toxin inh: 12; Cycloheximide cs: 15; Pf growth 48h: inconclusive

What do the screens show for `Nn1c(SCC(=O)N2CCN(S(=O)(=O)c3ccccc3)CC2)nnc1-c1cccs1`?
LmPK inhibitor: 1%; Pf growth 96h: 24%; Shiga toxin inh: -2; TbPYK inhibitor: -6%; HCV inh: 1%; Cycloheximide cs: -3; Pf growth 48h: -14%

Results for Cn1c(COc2ccccc2Br)nc2ccccc21 ?
LmPK inhibitor: -2%; Pf growth 96h: inconclusive; Shiga toxin inh: 56*; TbPYK inhibitor: 10%; HCV inh: -22%; Cycloheximide cs: 44*; Pf growth 48h: 149%[activator]

How did O=C(Nc1ccccc1)c1cccc(S(=O)(=O)NCc2ccco2)c1 do in these assays?
LmPK inhibitor: -1%; Pf growth 96h: 55%[activator]; Shiga toxin inh: 52*; TbPYK inhibitor: -5%; HCV inh: inconclusive; Cycloheximide cs: 50*; Pf growth 48h: -8%

What do the screens show for `COc1ccc(C)cc1Nc1n[n+](-c2ccccc2)c(-c2ccc(OC)c(OC)c2OC)s1`?
LmPK inhibitor: 0%; Pf growth 96h: 1µM*; Shiga toxin inh: -8; TbPYK inhibitor: -5%; HCV inh: 10%[8.37 µM]; Cycloheximide cs: -1; Pf growth 48h: inconclusive

How did O=C(CCCN1CCN2CCCC2C1)c1ccc(F)cc1 (stereo unspecified) do in these assays?
Pf growth 96h: -1%; TbPYK inhibitor: 3%; Pf growth 48h: -8%

How did COC(=O)CCn1nnc(-c2cccs2)n1 do in these assays?
LmPK inhibitor: -3%; Pf growth 96h: 24%; Shiga toxin inh: -1; TbPYK inhibitor: 2%; HCV inh: 3%; Cycloheximide cs: 3; Pf growth 48h: 8%

What do the screens show for `CCCCC1(C)NC(=O)N(CC(=O)Nc2ccc(S(=O)(=O)N3CCOCC3)cc2)C1=O` (stereo unspecified)?
LmPK inhibitor: 1%; Pf growth 96h: 47%[activator]; Shiga toxin inh: -16; TbPYK inhibitor: 2%; HCV inh: 14%; Cycloheximide cs: 11; Pf growth 48h: -18%

Results for CCOC(=O)c1cc(-c2ccc(OC)cc2)n(CCC(=O)NCCN2CCC(C)CC2)c1C ?
LmPK inhibitor: -5%; Pf growth 96h: 1%; Shiga toxin inh: -8; TbPYK inhibitor: 0%; HCV inh: inconclusive; Cycloheximide cs: -7; Pf growth 48h: inconclusive

What do the screens show for `COc1ccc(C(CNC(=O)COc2ccc(Cl)cc2C)N2CCCCC2)cc1` (stereo unspecified)?
LmPK inhibitor: 1%; Pf growth 96h: -29%; Shiga toxin inh: 26; TbPYK inhibitor: 1%; HCV inh: inconclusive; Cycloheximide cs: 2; Pf growth 48h: 12µM*

Results for Cc1nn(Cc2cccc(F)c2)c(C)c1NC(=O)c1c(Cl)cnn1C ?
LmPK inhibitor: -6%; Pf growth 96h: -9%; Shiga toxin inh: -3; TbPYK inhibitor: 0%; HCV inh: -17%; Cycloheximide cs: -1; Pf growth 48h: -3%

How did CCc1ccccc1Nc1nc(N)nc(COC(=O)c2cccn2C)n1 do in these assays?
LmPK inhibitor: -1%; Pf growth 96h: 12%; Shiga toxin inh: 46; TbPYK inhibitor: -7%; HCV inh: inconclusive; Cycloheximide cs: 30*; Pf growth 48h: -10%

Results for CCCCN1CNC(=S)N(c2cc(C)ccc2C)C1 ?
LmPK inhibitor: 3%; Pf growth 96h: inconclusive; Shiga toxin inh: -7; TbPYK inhibitor: 2%; HCV inh: 5%; Cycloheximide cs: -4

Results for COc1cc(/C=C/C(=O)O)cc(S(=O)(=O)Nc2cc(Cl)c(Cl)cc2Cl)c1OC ?
LmPK inhibitor: 11%; Pf growth 96h: 21%; Shiga toxin inh: -2; TbPYK inhibitor: 4%; HCV inh: 7%; Cycloheximide cs: 1; Pf growth 48h: 40%[activator]

How did CCCC(=O)Nc1ccc(C(=O)NNC(=O)c2ccco2)cc1 do in these assays?
LmPK inhibitor: 3%; Pf growth 96h: 61%[activator]; Shiga toxin inh: -6; TbPYK inhibitor: 0%; HCV inh: 2%; Cycloheximide cs: 5; Pf growth 48h: 73%[activator]

Structures from the list above with an aryl thioether with sulfur outside any ring (3):
How did COc1ccc(N2CC(C(=O)Nc3nnc(SCC(=O)NC(C)(C)C)s3)CC2=O)cc1 (stereo unspecified) do in these assays?
LmPK inhibitor: 1%; Pf growth 96h: 25%[5.75 µM]; Shiga toxin inh: -12; TbPYK inhibitor: -1%; HCV inh: 8%; Cycloheximide cs: -1; Pf growth 48h: -24%

How did CSc1nc(C(C)C)ccc1CNC(=O)CC(C)c1ccccc1 (stereo unspecified) do in these assays?
LmPK inhibitor: -3%; Pf growth 96h: 15%; Shiga toxin inh: -9; TbPYK inhibitor: -6%; HCV inh: 9%; Cycloheximide cs: -1; Pf growth 48h: inconclusive

What do the screens show for `Nn1c(SCC(=O)N2CCN(S(=O)(=O)c3ccccc3)CC2)nnc1-c1cccs1`?
LmPK inhibitor: 1%; Pf growth 96h: 24%; Shiga toxin inh: -2; TbPYK inhibitor: -6%; HCV inh: 1%; Cycloheximide cs: -3; Pf growth 48h: -14%
